Source: PubChem (several laboratories)
EP2 antag – inhibitors of human EP2 prostaglandin E2 receptor; P43116; C6 glioma cells expressing human EP2, cAMP TR-FRET; cells stimulated with saturating PGE2; inhibition, % at 25 µM; 260,000 compounds, 0.52% hits;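 active = percent inhibition above 40 after rounding to a whole number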;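 note: rat C6 glioma host cells with rolipram phosphodiesterase inhibitor present; the protocol text gives 20 µM as final concentration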
Target sequence (P43116 whole entry, looked up): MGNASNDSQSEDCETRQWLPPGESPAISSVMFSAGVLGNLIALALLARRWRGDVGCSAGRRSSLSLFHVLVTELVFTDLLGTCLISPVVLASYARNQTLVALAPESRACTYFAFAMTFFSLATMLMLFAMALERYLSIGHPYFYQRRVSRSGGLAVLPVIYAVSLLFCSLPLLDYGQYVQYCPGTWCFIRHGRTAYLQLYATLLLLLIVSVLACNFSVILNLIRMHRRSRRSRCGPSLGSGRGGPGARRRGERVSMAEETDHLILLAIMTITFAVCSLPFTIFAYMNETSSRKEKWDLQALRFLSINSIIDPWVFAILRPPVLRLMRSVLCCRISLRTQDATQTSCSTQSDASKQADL
NPY1 pot ag – potentiates or activates human NPY-Y1 receptor | AID 1304 | NPY-Y1 expressing cells, potentiator/agonist activation | 220,000 compounds, 0.37% hits | activation, % at 3.6 µM | P25929; in the data active = activation above about 33%, passing the limit was not always enough;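 note: cells stimulated with NPY at EC10 then isoproterenol at EC100; 0% = low agonist plus stimulus and 100% = saturating agonist plus stimulus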
TRPML3 agonist – activates the human TRPML3 channel | AID 1448 | activation, % at 3 µM | Q8TDD5 | HEK293 TRPML3-YFP, Fluo-8 calcium fluorescence; 100% = the carbachol control signal | 220,000 compounds, 0.29% hits;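 active = activation above its plate's cutoff, the mean activation of the plate's test wells plus 3 SD, cut at about 12% in these data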;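 note: 0% = DMSO only wells and 100% = carbachol wells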
Target sequence (Q8TDD5 whole entry, looked up): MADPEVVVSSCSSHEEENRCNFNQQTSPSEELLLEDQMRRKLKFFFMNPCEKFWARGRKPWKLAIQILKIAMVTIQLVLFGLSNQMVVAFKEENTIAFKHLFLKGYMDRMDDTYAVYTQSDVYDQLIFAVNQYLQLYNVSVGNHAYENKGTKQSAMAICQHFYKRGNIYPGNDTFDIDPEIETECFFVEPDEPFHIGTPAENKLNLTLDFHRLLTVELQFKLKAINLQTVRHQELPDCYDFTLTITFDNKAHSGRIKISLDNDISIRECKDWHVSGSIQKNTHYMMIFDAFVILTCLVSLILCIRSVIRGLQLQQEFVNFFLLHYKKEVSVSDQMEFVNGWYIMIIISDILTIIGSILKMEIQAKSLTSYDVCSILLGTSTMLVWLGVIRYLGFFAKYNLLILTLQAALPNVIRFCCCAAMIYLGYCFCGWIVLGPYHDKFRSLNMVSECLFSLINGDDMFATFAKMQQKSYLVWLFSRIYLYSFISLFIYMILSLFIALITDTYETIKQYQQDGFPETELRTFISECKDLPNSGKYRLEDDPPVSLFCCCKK
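Material: TRPML3-YFP stable HEK293 cells | Dosing: One concentration, 3 µM nominal, 0.3% DMSO | Timing: 125 s total fluorescence read per well | Technique: Fluo-8 calcium dye fluorescence, ex 470-495, em 515-575 nm | Measure: Percent activation from peak-to-basal fluorescence ratio, scaled between DMSO and carbachol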
CHOP inh – inhibitors of CHOP induction in ER stress response. CHO-K1 CHOP-promoter luciferase, tunicamycin-induced, 15-18 h. 220,000 compounds, 3.8% hits. inhibition, % at 10 µM;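 active = compounds that reduced the stress-induced luciferase reporter signal by more than about 70% of percent inhibition, limit read from the data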;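 note: 0% = tunicamycin plus vehicle and 100% = wells without tunicamycin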
PPC-1+TRAIL kill – kills PPC-1 cancer cells in the presence of TRAIL. PPC-1 cells + TRAIL, ATPLite viability luminescence. cell killing (% activity), % at 4 µM. 220,000 compounds, 0.41% hits. AID 1443;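 active = cell killing above 50% in the first pass at 4 µM, then a duplicate retest at 5 µM averaging 50% or more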;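 note: plate controls were cells with TRAIL plus DMSO for no effect and medium-only wells lacking cells for full effect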
NPY-Y1 antag – NPY-Y1 (human) receptor antagonism; inhibition, % at 3.6 µM; P25929; HEK293-CNG Y1 cells, membrane potential fluorescence; NPY at EC95, then isoproterenol; 200,000 compounds, 1% hits;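 active = inhibition above the campaign mean inhibition of all tested compounds plus 3 SD, cut at about 20% in these data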;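 note: 0% = DMSO wells given NPY plus isoproterenol and 100% = isoproterenol alone without NPY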
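Material: HEK293 cells with Y1 receptor plus CNG channel; times: compound incubation 1 h at room temperature, readout 45 min post-stimulation; signal: fluorescence, membrane potential probe; read-out basis: fluorescence ratio normalized to % inhibition between controls; benchmarks: full-block control isoproterenol-only wells, zero-block control NPY plus isoproterenol wells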
EP2 modulator – EP2 receptor (human) modulation; EP2-expressing cells, cAMP HTRF FRET, PGE2 co-stimulation; AID 940; induction, % at 25 µM; 260,000 compounds, 0.83% hits;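 active = compounds whose cAMP rise, as percent of the full-agonist control response, exceeds 60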;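 note: rat C6 glioma line stably carrying human EP2 under a CMV promoter; the protocol text gives 20 µM as final concentration; 100% = response of wells given 1 µM PGE2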
14-3-3 Bad PPI – disrupts binding of bovine 14-3-3 zeta to phospho-Bad peptide | P63103 | TR-FRET 14-3-3zeta/Dy647-pBad peptide displacement, 1 h | inhibition, % at 21.7 µM | 220,000 compounds, 0.71% hits;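 active = inhibition above about 70%, limit read from the data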;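 note: 0% = full 14-3-3 plus peptide FRET controls and 100% = background without 14-3-3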
zfTRPN1 agonist – activates the zebrafish TRPN1 channel; HEK293 zebrafish TRPN1-YFP, Fluo-8 calcium fluorescence; 100% = response to 87 µM carbachol; activation, % at 3 µM; 220,000 compounds, 0.18% hits;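 active = activation above its plate's cutoff, the mean activation of test wells on that plate plus 3 SD, cut at about 19% in these data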;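 note: 0% = DMSO alone and 100% = 87 µM carbachol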
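Material – zebrafish TRPN1-YFP in HEK293 cells · Doses – 3 µM single point · Schedule – dye 1 h 37 °C plus 30 min RT · Signal – Fluo-8 calcium fluorescence, excitation 470-495 nm, emission 515-575 nm · Read-out – % activation versus carbachol response · Control set – carbachol high, DMSO low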
Starred values were filed as active, the others as inactive; . = not tested or not shown; & = joins results of further samples; [ ] = another dose, or the depositor's remark. Not all compounds are listed. The share of hits here may be higher or lower than overall.

SMILES | EP2 antag | NPY1 pot ag | TRPML3 agonist | CHOP inh | PPC-1+TRAIL kill | NPY-Y1 antag | EP2 modulator | 14-3-3 Bad PPI | zfTRPN1 agonist
CCc1ccccc1NC(=S)N(CCCN1CCOCC1)Cc1ccccn1 | 6 | 21 | 0.2 | 7 | 1 | 3 | 15 | 1 | 0.3
CCOC(=O)c1c(NC(C)=O)sc2c(OCCN(CC)CC)c(Br)ccc12 | 3 | -75 | 0.8 | 17 | 21 | 10 | -16 | -12 | -1.6
O=c1cc(CSc2ccc(Cl)cc2)nc(-c2ccncc2)[nH]1 | 3 | -10 | 0.9 | -32 | 10 | -3 | 21 | -15 | -1.3
CSc1nc2ccc(S(=O)(=O)NC3CCCCC3)cc2s1 | . | -21 | 0.5 | 57 | 12 | 6 | -15 | -11 | 0.3
S=C1SCN(Cc2ccco2)CN1Cc1ccco1 | 5 | 2 | 0.4 | -147 | 4 | . | 22 | -4 | 0.3
CC(=O)OC(C(=O)n1nc(C)cc1C)c1ccccc1 (configuration not stated) | 3 | -8 | -0.9 | 21 | 30 | 5 | 24 | -8 | -2.2
CC(OC(=O)C1CCCCC1)c1nc2ccccc2[nH]1 (configuration not stated) | 10 | -17 | 0.1 | -3 | -5 | 1 | -38 | -19 | -0.5
Cn1c(SCc2ccc(Cl)cc2)nnc1-c1ccc2nonc2c1 | 12 | 22 | -0.8 | 3 | 1 | . | 0 | -9 | -3.0
CC[n+]1ccc(/C=C2\Sc3ccccc3N2CCCS(=O)(=O)[O-])c2ccccc21 | 7 | 8 | 0.5 | -10 | 14 | 2 | -3 | 25 | 0.2
O=C(NCC(=O)N(Cc1ccccc1)C(C(=O)NC1CCCC1)c1ccncc1)c1ccco1 (configuration not stated) | 17 | -12 | 0.9 | 18 | 9 | 7 | 19 | -6[fluorescence artefact?] | -0.2
c1ccc(-c2cnnc(N3CCCCC3)n2)cc1 | 13 | 32 | -0.8 | 22 | -3 | -3 | 35 | 4 | -0.6
CC(=O)CCc1ccc(OC(=O)c2cccnc2)cc1 | 10 | -3 | 0.7 | 44 | 7 | 8 | 11 | 2 | 0.2
COc1ccc2c(c1)c1ncn(CCN3CCNCC3)c(=O)c1n2C | 7 | -10 | 0.0 | 74* | 4 | 1 | -5 | 2 | -2.4
Cc1cc(-c2ccc(Br)s2)nc(-n2cccc2)n1 | 23 | 9 | 0.6 | 38 | -10 | 2 | 49 | -4 | 0.7
Cc1noc(C(=O)Nc2cccnc2)c1Cl | 9 | -5 | 0.5 | 13 | 14 | -2 | 0 | -1 | 0.7

Record cards, as listed above. Order of values: EP2 antag | NPY1 pot ag | TRPML3 agonist | CHOP inh | PPC-1+TRAIL kill | NPY-Y1 antag | EP2 modulator | 14-3-3 Bad PPI | zfTRPN1 agonist
`CCc1ccccc1NC(=S)N(CCCN1CCOCC1)Cc1ccccn1` is listed as 6 | 21 | 0.2 | 7 | 1 | 3 | 15 | 1 | 0.3
`S=C1SCN(Cc2ccco2)CN1Cc1ccco1` is listed as 5 | 2 | 0.4 | -147 | 4 | . | 22 | -4 | 0.3
`CC[n+]1ccc(/C=C2\Sc3ccccc3N2CCCS(=O)(=O)[O-])c2ccccc21` is listed as 7 | 8 | 0.5 | -10 | 14 | 2 | -3 | 25 | 0.2

(further entries)
SMILES | EP2 antag | NPY1 pot ag | TRPML3 agonist | CHOP inh | PPC-1+TRAIL kill | NPY-Y1 antag | EP2 modulator | 14-3-3 Bad PPI | zfTRPN1 agonist
CC1CCN(CCC(=O)N2CCCc3c2c(=O)oc2ccc(O)cc32)CC1 | 6 | 16 | 0.6 | -1 | 4 | -5 | -23 | 4 | 2.2
CCOC(=O)N1CCC(N2CCCC(C(=O)c3cc(F)ccc3OC)C2)CC1 (configuration not stated) | 1 | -6 | 0.6 | 15 | 15 | 4 | -3 | -3 | 2.0
Cc1cccc(C2(c3cccc(C)c3)CC2C(=O)Nc2ccc([N+](=O)[O-])cc2O)c1 (configuration not stated) | 8 | 12 | 2.5 | 103* | 4 | -7 | 61* | -15[fluorescence artefact?] | 2.2
COC(=O)c1c(N)c(C#N)c(C)n1-c1ccccc1 | 9 | -7 | 0.2 | 11 | 7 | -4 | 32 | 7 | 0.1
O=C1NC(c2ccc3c(c2)OCO3)Oc2ccccc21 (configuration not stated) | 11 | 7 | 0.6 | 4 | 18 | 16 | 16 | 15[fluorescence artefact?] | 0.3
c1ccc(-c2ccc(-n3ccnc3)cc2)cc1 | 13 | 2 | -1.0 | 5 | 0 | 1 | -31 | 5[fluorescence artefact?] | -1.7
O=C(O)CC1(CC(=O)NCc2cc(F)cc3c2OCOC3)CCCCC1 | 12 | -2 | 0.0 | 3 | 15 | . | 0 | 1 | -0.1
O=C(NCCCn1ccnc1)c1csc2ccccc12 | 8 | 16 | 0.6 | 29 | -5 | -4 | 16 | -9 | 0.4
COC(=O)C1=C(C)N(c2cc(Cl)cc(Cl)c2)C(=O)C1 | 11 | -20 | 11 | -93 | -32 | 5 | -8 | -1 | 3.2
CC(C)N=C1NN=C(c2cccs2)C(CC(=O)O)S1 (configuration not stated) | 10 | 5 | 0.9 | 6 | 2 | . | -15 | -2 | -0.8
COc1ccc(N(C)S(=O)(=O)c2cccc(C(=O)OCC(=O)Nc3sc4c(c3C#N)CCCCC4)c2)cc1 | 5 | -1 | 0.1 | 22 | 21 | -1 | -58 | -4[fluorescence artefact?] | 2.5
O=C(Nc1ccc2oc(-c3cccnc3)nc2c1)c1cc2ccccc2o1 | 18 | -3 | 0.5 | -18 | 5 | 2 | -12 | -249[fluorescence artefact?] | 2.5
COc1ccc(-c2c3c(nc4sc5c(=O)[nH]c(C)nc5c24)CCC3)cc1 | 17 | 10 | 0.6 | 113* | 16 | -5 | 20 | 11 | -0.4
CCc1ccc(C(=O)c2cncc(Br)c2)cc1 | 9 | 8 | 0.8 | 74* | 18 | 6 | 31 | 7 | -0.5
O=C(Nc1cccc(Cl)c1)NC1(C(=O)NCc2cccs2)CCCCC1 | 15&11 | 5 | -1.2 | 104* | 18 | 2 | -43&16 | 10 | 0.1
Cc1ccc(S(=O)(=O)Cc2cn3cccnc3n2)cc1 | 14 | 5 | 1.1 | -8 | 17 | -4 | 22 | -3 | 1.8
CCC(C)(C)n1nnnc1C(c1cc2cc(C)cc(C)c2[nH]c1=O)N1CCCC1 (configuration not stated) | 12 | -7 | 0.6 | 16 | 20 | -2 | 13 | 10 | 0.3
COc1cc2c(c(OC)c1)C(c1cccc(OC)c1OC)CC(=O)N2 (configuration not stated) | 9 | -33 | -0.5 | 15 | . | 12 | 42 | 6[fluorescence artefact?] | -0.4
Cc1nc(Nc2ccc(O)cc2)c2c3c(sc2n1)CCCC3 | 2 | 11 | -0.8 | 1 | 3 | . | 2 | 2 | -1.2
C=C(C)COc1ccc2c(CC)cc(=O)oc2c1C | 3 | -37 | 0.4 | 38 | 16 | 7 | 36 | 5[fluorescence artefact?] | -0.7
O=C(Nc1ccc2c(c1)OCCO2)C(c1ccc(F)cc1)N1CCCCC1 (configuration not stated) | 7 | -26 | 0.1 | 8 | -22 | 7 | -4 | -2 | -1.2
O=C1/C(=C\Nc2ccccc2)CCN1c1ncccn1 | 10 | -24 | 1.0 | 18 | 5 | 10 | -9 | -17[fluorescence artefact?] | -0.1
O=C(CSCc1ccccc1)N/N=C/c1ccccc1OCc1ccccc1 | 20 | -16 | -0.3 | -10 | 38 | 10 | -9 | -1 | -0.6
Cc1ccc(C(=O)NC(=S)Nc2ccc(N3CCOCC3)cc2)cc1 | 3 | 6 | 1.4 | 10 | 7 | -4 | -53 | -10 | 0.4
Cc1nc(SCC(N)=O)[nH]c(=O)c1Cc1ccc(OC(C)C)cc1 | 10 | -1 | 0.4 | 24 | 12 | 5 | 1 | -1 | -0.1
COc1ccc(/C=C2\N=C3CCCN3C2=O)cc1 | 4 | 5 | 0.4 | -36 | 16 | . | -11 | -5 | 0.3
NNC(=O)c1ccc(Cl)cc1Cl | 4 | -10 | 0.6 | 31 | 10 | 3 | 33 | -4[fluorescence artefact?] | 0.0
CN1CCN(C(=S)c2cn(CCOc3ccccc3)c3ccccc23)CC1 | 2 | 3 | 3.6 | 4 | 19 | -2 | -23 | 8 | 2.7
CCOc1nc(-c2ccc(C)cc2)ccc1-c1noc(-c2cccnc2)n1 | -3 | -11 | 1.1 | -7 | -8 | -8 | 2 | 4[fluorescence artefact?] | -0.6
CC(=O)Nc1cccc(NC(=O)c2sc3ncn(CC(=O)N4CCCCC4)c(=O)c3c2C)c1 | 13 | 5 | 0.3 | 2 | 20 | 3 | -29 | -13 | 0.4
O=C(Cn1cnc2ccccc21)N/N=C/c1ccc([N+](=O)[O-])cc1 | 10 | 6 | 0.3 | 15 | 18 | 0 | -8 | 6 | 0.1
Cn1nc(C(F)(F)F)c(-c2ccc(F)cc2)c1NC(=O)CSCC(=O)O | 8 | -16 | 0.6 | -1 | 8 | . | 3 | 5 | -0.6
NC(=S)c1c(Cl)cc(C(F)(F)F)cc1Cl | 9 | 11 | 0.1 | 4 | 1 | . | -9 | -4 | -0.3
Cc1cc(C)c(S(C)(=O)=O)c(NN)n1 | 2 | -4 | 0.6 | 9 | 23 | -4 | 10 | -21 | -0.7
Cc1cc(C(=O)CSc2nnc(-c3ccccc3)n2Cc2ccc3c(c2)OCO3)c(C)n1C | 11 | -21 | -0.3 | 8 | 22 | 1 | 7 | -7 | 0.2
N#CC1=C(N)N(c2ccccc2Sc2ccccc2)C(=O)C1 | 18 | -2 | -0.1 | 4 | 8 | 4 | 25 | 10 | -0.6
CSC(=S)N/N=C/c1ccc(Br)cc1 | 7 | -17 | 0.9 | 66 | 8 | 5 | -52 | 6 | 0.5
CCc1ccc(Nc2cnn(C34CC5CC(CC(CC(=O)O)(C5)C3)C4)c(=O)c2Cl)cc1 | 3 | 0 | 0.7 | -13 | 1 | 0 | 38 | -14 | 1.2
CCN(CC)S(=O)(=O)c1cc(C(=O)Nc2cc(Cl)ccc2N2CCN(C)CC2)ccc1Cl | 6 | -2 | 0.4 | -28 | 13 | 1 | -25 | -8[fluorescence artefact?] | -0.1
Cc1cc(C)n2c(SCC(=O)Nc3ccc(F)cc3)nnc2n1 | 13 | 10 | 0.5 | 0 | 1 | . | 8 | -6 | -1.0
COc1ccc(-n2nc(C(=O)NCC(=O)N3CCN(c4ccccn4)CC3)c3ccccc3c2=O)cc1 | 4 | 1 | -0.4 | -22 | 44 | -4 | -18 | 0 | 0.7
Cc1cc(C)c(OCC(O)CN2CCN(c3ccccn3)CC2)c(C)c1 (configuration not stated) | 9 | -11 | 0.7 | 35 | -8 | 3 | -23 | 11 | 2.3
